MITF inh = inhibitors of human MITF; O75030; AlphaScreen MITF homodimerization, bead proximity signal; inhibition, % at 2.6 µM; hit rate 0.91% among 650,000; AID 1259374; in the data active means inhibition above about 50%;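 further: 0% = vehicle wells with protein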
Target sequence (O75030 whole entry, looked up): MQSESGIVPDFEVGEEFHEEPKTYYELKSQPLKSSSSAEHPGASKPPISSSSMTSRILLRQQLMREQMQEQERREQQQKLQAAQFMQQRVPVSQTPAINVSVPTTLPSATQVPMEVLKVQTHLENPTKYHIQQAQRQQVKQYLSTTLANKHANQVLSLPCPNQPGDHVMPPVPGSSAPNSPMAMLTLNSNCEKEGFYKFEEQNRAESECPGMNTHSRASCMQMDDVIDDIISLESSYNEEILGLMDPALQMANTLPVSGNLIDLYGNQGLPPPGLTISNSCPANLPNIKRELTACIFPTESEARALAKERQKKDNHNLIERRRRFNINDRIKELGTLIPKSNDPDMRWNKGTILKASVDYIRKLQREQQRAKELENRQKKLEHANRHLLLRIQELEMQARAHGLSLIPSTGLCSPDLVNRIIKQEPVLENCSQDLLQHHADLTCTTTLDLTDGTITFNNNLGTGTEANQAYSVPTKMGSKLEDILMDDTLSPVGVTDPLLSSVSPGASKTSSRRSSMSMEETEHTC
FBW7 act = activators of human E3 ligase FBW7 | AlphaScreen FBW7–phospho-cyclin E peptide binding, activator screen | normalized activity (activation), % at 26.1 µM | hit rate 0.13% among 650,000; in the data active means normalized activity above about 1.9%;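 further: purified mutant Fbw7 with reduced substrate affinity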
TEAD-YAP inh = TEAD-YAP interaction inhibition | HEK-TIYL cells, TEAD-Gal4/YAP UAS-luciferase luminescence | inhibition, % at 9.12 µM | hit rate 1.4% among 640,000; in the data active means inhibition above about 32%;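 further: 0% = median of test compound wells and 100% = reference inhibitor wells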
GPR151 activ = activators of human GPR151; Q8TDV0; PathHunter beta-arrestin GPR151 cells, luminescence; activation, % at 11.2 µM; hit rate 1% among 650,000; AID 1508602; in the data active means activation above about 4.9%;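 further: 0% = median of compound wells and 100% = cells with positive control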
Target sequence (Q8TDV0 whole entry, looked up): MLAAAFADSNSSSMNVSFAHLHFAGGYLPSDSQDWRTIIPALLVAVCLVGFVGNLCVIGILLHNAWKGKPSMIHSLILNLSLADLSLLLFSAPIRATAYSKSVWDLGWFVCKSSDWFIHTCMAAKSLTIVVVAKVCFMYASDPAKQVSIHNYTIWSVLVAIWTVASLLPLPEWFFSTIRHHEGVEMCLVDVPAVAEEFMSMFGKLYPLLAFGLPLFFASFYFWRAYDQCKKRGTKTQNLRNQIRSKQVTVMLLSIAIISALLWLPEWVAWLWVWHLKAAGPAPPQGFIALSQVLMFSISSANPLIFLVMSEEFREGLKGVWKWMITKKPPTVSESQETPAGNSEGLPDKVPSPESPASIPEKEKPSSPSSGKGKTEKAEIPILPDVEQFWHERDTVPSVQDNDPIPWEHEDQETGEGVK
* hit, by the source's call.

O=C1CCC(NC(=O)OCc2ccccc2)(C(=O)O)O1 (centres undefined) was read as MITF inh 21, FBW7 act 0.1, TEAD-YAP inh 6 and GPR151 activ 1.1.
Screening Cc1ccc(NC(=O)Cc2cccs2)cc1C returned MITF inh -6, FBW7 act -0.2, TEAD-YAP inh -42 and GPR151 activ -1.6.
CCc1ccccc1NC(=O)Nc1cccn(Cc2ccc(F)cc2)c1=O was read as MITF inh -6, FBW7 act 0.3, TEAD-YAP inh 9 and GPR151 activ 1.8.
For CCOC(=O)c1cccc(NC(=O)CCCOc2ccc(Cl)cc2Cl)c1 the results were MITF inh -7, FBW7 act -0.1, TEAD-YAP inh 9 and GPR151 activ -0.5.
`COc1ccc(-c2cc(C(=O)NC(C)C)no2)cc1` gave MITF inh -9, FBW7 act -0.1, TEAD-YAP inh -70 and GPR151 activ 0.6.
O=C(CNC(=O)c1cccs1)OCc1ccc(S(=O)(=O)c2ccccc2)cc1 was read as MITF inh -30, FBW7 act 0.0, TEAD-YAP inh -7 and GPR151 activ -1.2.
COc1ccc(-c2[nH]nc3c2C(c2cc(Cl)cc(Cl)c2OC)C(C#N)=C(N)O3)cc1OC (centres undefined) was read as MITF inh 10, FBW7 act -0.1, TEAD-YAP inh 3 and GPR151 activ 0.4.
For O=S(=O)(NCC1CCCN(CCCn2cccn2)C1)c1cccc2cccnc12 (centres undefined) the results were MITF inh 15, FBW7 act 0.1, TEAD-YAP inh 7 and GPR151 activ 0.0.
`COC(=O)C(NC(=O)c1ccccc1)=C1C=C(C)OC(C)=C1` gave MITF inh -2, FBW7 act 0.1, TEAD-YAP inh -10 and GPR151 activ -0.5.
Screening O=C(Nc1nc(-c2ccncc2)cs1)C1COc2cc3ccccc3cc2O1 (centres undefined) returned MITF inh 3, FBW7 act 0.0, TEAD-YAP inh -16 and GPR151 activ 0.2.
Cc1ccc(NC(=O)CSc2ncnc3c2sc2ccccc23)cc1Cl was read as MITF inh -9, FBW7 act 0.1, TEAD-YAP inh 4 and GPR151 activ 0.9.
CC(NC(=O)c1ccc(Cl)cc1)c1nnc(SCC(=O)Nc2cccc(F)c2)n1C (centres undefined) was read as MITF inh 8, FBW7 act 0.5, TEAD-YAP inh 7 and GPR151 activ -1.6.
`COc1ccc2cc(C(N)=O)c(=Nc3cccc(C(F)(F)F)c3)oc2c1` gave MITF inh -1, FBW7 act -0.1, TEAD-YAP inh 2 and GPR151 activ 0.7.
`Cc1ccc(C)c(N2CCN(C(=O)C3C4C=CC5(CN(Cc6ccccc6Cl)C(=O)C35)O4)CC2)c1` (centres undefined) gave MITF inh 4, FBW7 act 0.1, TEAD-YAP inh -2 and GPR151 activ 0.4.
For COc1cc(C=Nc2ccccc2C(N)=O)cc(OC)c1OC the results were MITF inh 19, FBW7 act 0.6, TEAD-YAP inh 0 and GPR151 activ 0.7.
Screening COc1cccc(CN2CCC(n3nccc3NC(=O)C(OC)c3ccccc3)CC2)c1 (centres undefined) returned MITF inh 6, FBW7 act -0.1, TEAD-YAP inh 8 and GPR151 activ 0.1.
For COc1cccc(NC(=O)Cc2ccc(C)cc2)c1 the results were MITF inh 8, FBW7 act 0.0, TEAD-YAP inh -22 and GPR151 activ 0.0.
For O=C(Cn1c(=O)oc2ccccc21)N1CCN(Cc2ccsc2)CC1 the results were MITF inh 11, FBW7 act 0.1, TEAD-YAP inh -7 and GPR151 activ -0.7.
Screening O=C(/C=C/c1cccs1)NC(=S)Nc1cc([N+](=O)[O-])ccc1O returned MITF inh 34, FBW7 act 0.0, TEAD-YAP inh -12 and GPR151 activ 5.4*.
`CC1(C)Cc2nc3nc(SCC(=O)Nc4ccccc4)nc(N)c3cc2CO1` gave MITF inh -17, FBW7 act 0.0, TEAD-YAP inh -21 and GPR151 activ 1.6.
COCCN(Cc1cccc(F)c1)C(=O)c1nc2ccc(-c3cn[nH]c3)cc2s1 was read as MITF inh 7, FBW7 act 0.1, TEAD-YAP inh -46 and GPR151 activ 2.7.
`Cc1cccc(N2C(N)=C(C#N)C(c3ccc([N+](=O)[O-])cc3)C3=C2CC(C)(C)CC3=O)c1` (centres undefined) gave MITF inh 4, FBW7 act 0.0, TEAD-YAP inh 4 and GPR151 activ 3.2.
Screening CCC(O)CNC(=O)C1CCN(c2nc(C)c3cc(C)c(C)cc3n2)CC1 (centres undefined) returned MITF inh 4, FBW7 act 0.1, TEAD-YAP inh 1 and GPR151 activ -1.1.
Screening CCOC(CNc1nc(C)nc2sc(C)c(C)c12)OCC returned MITF inh -3, FBW7 act 0.4, TEAD-YAP inh 1 and GPR151 activ -1.4.
Screening CCOc1ccccc1CN1C(=O)C2C(C(=O)Nc3cc(Cl)cc(Cl)c3)C3C=CC2(O3)C1C(=O)NC1CCCCC1 (centres undefined) returned MITF inh -12, FBW7 act 0.0, TEAD-YAP inh -7 and GPR151 activ 1.0.
Screening CCOC(=O)N1CCC(N2CCC(C(=O)Nc3cccc(-c4ccco4)c3)CC2)CC1 returned MITF inh 3, FBW7 act -0.1, TEAD-YAP inh -5 and GPR151 activ 1.4.
`CCC(C)NC(=O)C(CC)n1c(C)c2cnn(-c3ccccc3)c(=O)c2c1C` (centres undefined) gave MITF inh 0, FBW7 act -0.1, TEAD-YAP inh -5 and GPR151 activ 2.8.
For Cc1ccc(S(=O)(=O)N2CCN(c3cc(N4CCC(C)CC4)c(F)cc3[N+](=O)[O-])CC2)cc1 the results were MITF inh 3, FBW7 act 0.1, TEAD-YAP inh 14 and GPR151 activ 0.0.
For CCOC(=O)c1sc(NC(=O)c2ccc(OC)c(Cl)c2)nc1C the results were MITF inh 1, FBW7 act -0.1, TEAD-YAP inh -6 and GPR151 activ 4.2.
COc1ccccc1CCNC(=O)c1csc2ccccc12 was read as MITF inh 13, FBW7 act 0.7, TEAD-YAP inh -30 and GPR151 activ 2.7.

Three structures out of the list, ordered by SMILES length, rising.
Screening CCOC(CNc1nc(C)nc2sc(C)c(C)c12)OCC returned MITF inh -3, FBW7 act 0.4, TEAD-YAP inh 1 and GPR151 activ -1.4.
`CCC(C)NC(=O)C(CC)n1c(C)c2cnn(-c3ccccc3)c(=O)c2c1C` (centres undefined) gave MITF inh 0, FBW7 act -0.1, TEAD-YAP inh -5 and GPR151 activ 2.8.
For Cc1ccc(S(=O)(=O)N2CCN(c3cc(N4CCC(C)CC4)c(F)cc3[N+](=O)[O-])CC2)cc1 the results were MITF inh 3, FBW7 act 0.1, TEAD-YAP inh 14 and GPR151 activ 0.0.

Continued:
For Cc1ccc(C)c(-c2csc(-c3ccncc3)n2)c1 the results were MITF inh 8, FBW7 act 0.0, TEAD-YAP inh 11 and GPR151 activ -0.8.
COc1ccc(-n2c(=S)[nH]c3cc(C(=O)Nc4cc(C(N)=O)ccc4OC)ccc3c2=O)cc1 was read as MITF inh 19, FBW7 act 0.1, TEAD-YAP inh 0 and GPR151 activ -0.1.
COc1cccc(-c2cc(C(=O)Nc3ccccc3C(C)C)c3ccccc3n2)c1 was read as MITF inh -4, FBW7 act 0.0, TEAD-YAP inh 5 and GPR151 activ -0.6.
`COc1ccc(N2CCN(CC(=O)N3CCC(C(N)=O)CC3)CC2)cc1` gave MITF inh 0, FBW7 act -0.1, TEAD-YAP inh 12 and GPR151 activ 0.2.
O=C1c2ccccc2C(=O)N1Cc1nc2ccccc2o1 was read as MITF inh 12, FBW7 act 1.0, TEAD-YAP inh 3 and GPR151 activ 0.2.
For COc1ccc(Cn2nc(NC(=O)c3ccco3)c3ccccc32)cc1 the results were MITF inh 3, FBW7 act -0.1, TEAD-YAP inh 0 and GPR151 activ -1.1.
Screening COc1ccc(C2C(=O)N(C3CCCCC3)CC(=O)N2CCc2ccc(C)cc2)cc1OC (centres undefined) returned MITF inh -3, FBW7 act -0.1, TEAD-YAP inh 0 and GPR151 activ 2.8.
`CC1(C)CC(=O)C(N=Nc2ccc(S(=O)(=O)N3CCOCC3)cc2)=C(O)C1` gave MITF inh 14, FBW7 act 0.6, TEAD-YAP inh 2 and GPR151 activ -0.2.
`CC(C)(C)NC(=O)CN1N=C(c2ccccc2)Cn2c(cc3sccc32)C1=O` gave MITF inh 1, FBW7 act -0.1, TEAD-YAP inh -4 and GPR151 activ -0.4.
CCOc1ccccc1NC(=O)c1c(NC(=O)C(F)(F)F)sc2c1CCC(C(C)(C)C)C2 (centres undefined) was read as MITF inh 15, FBW7 act 0.1, TEAD-YAP inh 5 and GPR151 activ 1.7.
For CCOC(=O)C1=C(C)N=c2s/c(=C/c3cc(Br)c(N4CCOCC4)o3)c(=O)n2C1c1ccc(Cl)cc1 (centres undefined) the results were MITF inh 23, FBW7 act 0.1, TEAD-YAP inh 5 and GPR151 activ -0.8.
`CCCCc1ccc(Nc2ncnc3c2cnn3-c2ccc(C)cc2C)cc1` gave MITF inh 15, FBW7 act 0.3, TEAD-YAP inh -6 and GPR151 activ 0.9.
Screening Cc1ccc2nc(N3CCN(C(=O)c4ccco4)CC3)c3nncn3c2c1 returned MITF inh -4, FBW7 act 0.1, TEAD-YAP inh -11 and GPR151 activ 0.2.
CCOC(=O)N1CCN(C(=O)c2ccc(N3CC4CC(C3)c3cccc(=O)n3C4)c(NC(=O)c3cccnc3)c2)CC1 (centres undefined) was read as MITF inh 0, FBW7 act -0.1, TEAD-YAP inh -1 and GPR151 activ 1.4.
For CCCCN(C)C(=O)Cn1cccc1C(=O)c1ccccc1 the results were MITF inh -9, FBW7 act 0.1, TEAD-YAP inh 9 and GPR151 activ 0.4.
Screening CCOc1ccc(Nc2nc(Cc3nnc(SCC(=O)O)o3)cs2)cc1 returned MITF inh -12, FBW7 act -0.2, TEAD-YAP inh -6 and GPR151 activ -1.9.
Screening Cc1nc2ccc(Cc3ccc4nc(/C=C/c5ccc([N+](=O)[O-])cc5)oc(=O)c4c3)cc2c(=O)o1 returned MITF inh -4, FBW7 act 0.1, TEAD-YAP inh 1 and GPR151 activ 1.0.
`CCN1CCN(C(=O)c2ccc(S(=O)(=O)c3ccc(F)cc3)c([N+](=O)[O-])c2)CC1` gave MITF inh 10, FBW7 act -0.1, TEAD-YAP inh -3 and GPR151 activ -0.3.
Screening O=C(/C=C/c1ccc2c(c1)OCCO2)c1ccc(Cl)cc1O returned MITF inh -2, FBW7 act 0.2, TEAD-YAP inh -26 and GPR151 activ 0.6.
For COc1cccc(-n2nc(C(=O)N3CCN(Cc4ccccc4)CC3)c3ccccc3c2=O)c1 the results were MITF inh 10, FBW7 act 0.6, TEAD-YAP inh 7 and GPR151 activ 1.2.
O=C(O)c1cccc(N2C(=O)c3ccc(C(=O)O)cc3C2=O)c1 was read as MITF inh -16, FBW7 act 0.1, TEAD-YAP inh -13 and GPR151 activ -7.3.
Cc1nc2ccccc2c(=O)n1Cc1c(F)cccc1Cl was read as MITF inh 2, FBW7 act 0.0, TEAD-YAP inh -6 and GPR151 activ 0.2.
Screening COc1ccccc1CN1CCC(C(=O)NCCC(C)C)CC1 returned MITF inh 15, FBW7 act -0.1, TEAD-YAP inh 1 and GPR151 activ 0.1.
For COc1ccccc1-n1c(SCC(=O)Nc2ccccc2C)nc(O)cc1=O the results were MITF inh 4, FBW7 act 0.1, TEAD-YAP inh 8 and GPR151 activ -0.9.
CCc1ccccc1N1C(=O)CNC1=S was read as MITF inh -7, FBW7 act 0.0, TEAD-YAP inh 3 and GPR151 activ -0.5.
`Cc1cccc(Nc2cc(=O)n(C)c(=O)n2C)c1` gave MITF inh -11, FBW7 act 0.1, TEAD-YAP inh 0 and GPR151 activ 0.2.
CCC(C)NC(=O)CCc1nnc(-c2cc(C)oc2C)o1 (centres undefined) was read as MITF inh -8, FBW7 act -0.1, TEAD-YAP inh -5 and GPR151 activ 3.4.
Cn1c(=O)c2c(nc(NCCNC(=O)C3CC3)n2Cc2ccc(F)cc2)n(C)c1=O was read as MITF inh 9, FBW7 act -0.1, TEAD-YAP inh 6 and GPR151 activ 0.5.
`CC(C)NCc1cc2cc3c(cc2nc1N1CCOCC1)CCC3` gave MITF inh -3, FBW7 act -0.2, TEAD-YAP inh -1 and GPR151 activ -0.8.
COc1ccccc1C(=O)NCC(=O)OCc1ccc(F)cc1 was read as MITF inh 3, FBW7 act -0.1, TEAD-YAP inh -2 and GPR151 activ 1.8.
Screening CCOC(=O)Cc1ccc(N(Cc2cccs2)S(=O)(=O)c2cc(C)ccc2C)cc1 returned MITF inh -1, FBW7 act 0.0, TEAD-YAP inh -7 and GPR151 activ -0.5.

A section taken from the entries so far, as a working copy:
O=C(O)c1cccc(N2C(=O)c3ccc(C(=O)O)cc3C2=O)c1 was read as MITF inh -16, FBW7 act 0.1, TEAD-YAP inh -13 and GPR151 activ -7.3.
Cc1nc2ccccc2c(=O)n1Cc1c(F)cccc1Cl was read as MITF inh 2, FBW7 act 0.0, TEAD-YAP inh -6 and GPR151 activ 0.2.
Screening COc1ccccc1CN1CCC(C(=O)NCCC(C)C)CC1 returned MITF inh 15, FBW7 act -0.1, TEAD-YAP inh 1 and GPR151 activ 0.1.
For COc1ccccc1-n1c(SCC(=O)Nc2ccccc2C)nc(O)cc1=O the results were MITF inh 4, FBW7 act 0.1, TEAD-YAP inh 8 and GPR151 activ -0.9.
CCc1ccccc1N1C(=O)CNC1=S was read as MITF inh -7, FBW7 act 0.0, TEAD-YAP inh 3 and GPR151 activ -0.5.

Bioassay records as filed in PubChem BioAssay.
